TNAP pNPP inh – blocks human TNAP p-nitrophenol release | purified TNAP, pNPP hydrolysis, absorbance 405 nm | inhibition, % at 20 µM | 21,000 tested, under 10 active | AID 615;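 also: 0% = DMSO only wells and 100% = 1 mM levamisole wells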
Target sequence (P05186 whole entry, looked up): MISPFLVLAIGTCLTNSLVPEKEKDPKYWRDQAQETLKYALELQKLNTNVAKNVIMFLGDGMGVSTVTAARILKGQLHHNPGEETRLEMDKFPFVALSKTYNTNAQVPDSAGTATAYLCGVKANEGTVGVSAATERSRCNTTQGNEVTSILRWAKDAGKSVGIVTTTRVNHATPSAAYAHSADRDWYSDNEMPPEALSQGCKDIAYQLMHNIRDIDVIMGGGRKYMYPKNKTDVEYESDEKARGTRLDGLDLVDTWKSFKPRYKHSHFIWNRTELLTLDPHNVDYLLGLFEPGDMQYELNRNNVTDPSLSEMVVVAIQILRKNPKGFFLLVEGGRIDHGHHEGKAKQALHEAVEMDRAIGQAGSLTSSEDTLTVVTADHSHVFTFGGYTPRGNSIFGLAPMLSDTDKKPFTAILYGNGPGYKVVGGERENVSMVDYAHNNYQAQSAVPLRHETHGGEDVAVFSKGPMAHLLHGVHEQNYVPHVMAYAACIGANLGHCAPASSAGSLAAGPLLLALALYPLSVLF
TNAP inh Pi – human TNAP inhibition, phosphate detection. purified TNAP, pNPP, malachite green phosphate absorbance. 21,000 tested, under 10 active. inhibition, % at 20 µM
Active calls of the source: *.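 The calls were made as follows: active = inhibition above 50% at the 20 µM single-dose screen; inactive = the rest.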

item	compound	TNAP inh Pi	TNAP pNPP inh
1	CCC(C)[C@H](N)c1nnc(SCC(=O)Nc2cccc(Cl)c2)o1 (stereo not given in full)	-11	7
2	Cc1ccccc1CSc1nncn1N	3	-1
3	CCCc1ccc(OCCNC(C)=O)cc1	10	5
4	COc1ccc(-c2nc(N)ncc2Oc2ccccc2Br)c(O)c1	3	-1
5	CCOC(=O)Cc1cc(=O)[nH]c(Nc2nc3ccccc3o2)n1	0	-2
6	CCOC(=O)c1c(C)n(CC(O)c2ccccc2)c2ccc(O)cc12 (stereo not given)	-14	7
7	CC(C)c1ccccc1NC(=O)c1ccco1	8	3
8	COc1ccc(S(=O)(=O)NCCCCNS(=O)(=O)c2ccc(OC)cc2)cc1	12	3
9	COc1cccc(C=NCCNC(=O)c2nonc2N)c1O	12	7
10	O=C(c1ccc2c(c1)OCO2)N(c1ccccc1)C1C=CS(=O)(=O)C1 (stereo not given)	11	5
11	CCOC(=O)N1CCN(C(=O)c2cc(Cl)c(Cl)cc2C(=O)O)CC1	4	-5
12	CCOC(=O)CNc1c(-c2ccc(O)cc2)nc2ccccn12	9	3
13	Cc1nn(CC(=O)N(C)C)c(=O)c2ccccc12	6	1
14	Cc1ccc2cc(CN(C(=O)C3CCCO3)C3CCCCC3)c(=O)[nH]c2c1 (stereo not given)	13	7
15	CC(C)(C)OC(=O)NCCCCCc1nnc(SCC(=O)Nc2cccc(Cl)c2)o1	0	-2
16	Cc1nnc2n1N=CC=C(C(C)(C)C)S2	13	8
17	COc1cc(N2C(=O)c3ccccc3C2=O)c(Cl)cc1C(=O)OCC(=O)NCc1ccco1	-2	-12
18	O=C(Nc1ccc2nsnc2c1)c1ccc2c(c1)OCO2	1	-1
19	Cc1cc(C)c2c(n1)nn1c(NCCOCCO)cc(C)nc21	11	2
20	CN(CC(=O)N1CCN(c2ccccn2)CC1)S(=O)(=O)c1ccc(Br)cc1	23	6
21	Cc1ccc(S(=O)(=O)NC(=O)Nc2ccc(Cl)cn2)cc1	14	6
22	COCCNC(=O)Cn1cnc2c1c(=O)n(C)c(=O)n2C	4	0
23	Nc1nc(SCC(=O)NCc2ccco2)[nH]c(=O)c1-c1ccccc1	18	4
24	COc1ccc(C2(C(=O)NCCN3CCOCC3)CCOCC2)cc1	12	6
25	CSC1=C(C#N)C(c2ccccc2C)C(C#N)=C(N)N1 (stereo not given)	10	2
26	O=S(=O)(NC1CCCCC1)c1ccc(S(=O)(=O)N2CCN3CCCC3C2)cc1 (stereo not given)	4	1
27	Fc1ccc(-c2nnc(CN3CCC(c4nc5ccccc5s4)CC3)o2)cc1	23	7
28	N#Cc1c(-c2ccco2)cc(-c2ccccn2)nc1N	8	-2
29	CC(=O)Nc1nc(C)nc(-c2ccccc2OC(C)=O)n1	-1	0
30	CCOCCCn1c(=N)c(C(N)=S)cc2c(=O)n3cccc(C)c3nc21	8	2
31	COc1ccc(CC(=O)OCc2cc3ccc(C)cc3[nH]c2=O)cc1	0	8
32	O=C(CN1CCN(c2ccccn2)CC1)N1c2ccccc2Sc2ccc(C(F)(F)F)cc21	13	5
33	CCOC(=O)Cn1c(=O)c2c(nc3n2CCS3)n(C)c1=O	-9	5
34	CCOc1ccc(NC(=O)C2CC(=O)N(C)C(=Nc3ccc4c(c3)OCO4)S2)cc1 (stereo not given)	11	2
35	CSc1cnn(-c2ccccc2)c(=O)c1SC	7	6
36	Cn1c(=O)c2c(nc(SCc3cccnc3)n2Cc2ccccc2)n(C)c1=O	10	6
37	COc1ccc(C(=O)Cn2nnc(-c3ccccc3NC(=O)C3CC3)n2)cc1	8	4
38	CCOc1ccccc1NC(=O)c1ccccc1N(C)S(C)(=O)=O	-4	0
39	COc1cc(NC(=O)c2ccccc2)c(OC)cc1NC(C)=O	9	3
40	CCc1nc2n[nH]c(N)c2c2c1CSC(C)(C)C2	8	4
41	CC1CCc2c(sc3nc(SCC(=O)NCc4ccco4)nc(N)c23)C1 (stereo not given)	10	4
42	N#CC(C(=O)Nc1cccc(Cl)c1)=C1Nc2ccccc2N1	13	4
43	CCCCOc1ccc(NC2=NC3(CCCC3)N=C(N)N2)cc1	13	2
44	c1ccc(-c2nc[nH]c2-c2ccccc2)cc1	12	2
45	Cc1ccc(-c2nn3c(C)nnc3s2)cc1NCc1c(F)cccc1Cl	11	1
46	CS(=O)(=O)N1CCN(C(=O)c2ccncc2)CC1	0	0
47	COCCCNc1nc2c(c(=O)n(C)c(=O)n2C)n1Cc1cccc(OC)c1	7	4
48	Cc1ccc(NC(=O)CSc2nnc(COc3ccc(C#N)cc3)n2-c2ccccc2)cc1C	12	7
49	CCOC(=O)CC1=NC(=O)CS1	-2	-5
50	CCCN(CCC)c1nc2ccccc2nc1C(C#N)C(=O)OCCOC (stereo not given)	9	3

(continued)
item	compound	TNAP inh Pi	TNAP pNPP inh
51	CC1CC(C)CN(c2ncc3c(n2)CC(c2ccccc2Cl)CC3=O)C1 (stereo not given)	9	3
52	CCCCc1nc(SCC(=O)Nc2ccc(S(N)(=O)=O)cc2)n[nH]1	8	1
53	CN(C)c1nc2n(c(=O)n1)CCO2	-3	3
54	CCOC(=O)c1ccoc1CSCc1ccc(C(=O)OC)o1	8	4
55	O=C(O)CSCC(=O)c1ccccc1	6	3
56	COC(=O)C1CCN(C(=O)c2c(-c3ccccc3Cl)noc2C)CC1	12	9
57	Cc1ccccc1N1C(=O)CC(Sc2nnc(-c3ccccc3)o2)C1=O (stereo not given)	7	4
58	O=C(COC(=O)c1ccccn1)Nc1cccc(Cl)c1	11	2
59	[O-][n+]1ccc(C2CC2)cc1	6	-1
60	Cc1ccc(C(=O)C2=C(O)C(=O)N(CCCn3ccnc3)C2c2ccc(OC(C)C)cc2)o1 (stereo not given)	5	1
61	CC1=C(C(=O)OCC(C)C)C23C(=O)c4ccccc4C2(O1)OC(N)=C3C#N (stereo not given)	0	-1
62	Cc1onc(-c2ccccc2)c1C(=O)Nc1ccccc1N1CCOCC1	5	-1
63	COc1ccc2c(Cl)c(C(N)=O)sc2c1	3	4
64	CCOC(=O)c1cccc(NC(=O)c2cnccn2)c1	8	5
65	CCCCn1nnnc1SCC(=O)Nc1sc2c(c1C#N)CCCC2	-9	5
66	CSCCC(Nc1ncnc2ccc(Br)cc12)C(=O)O (stereo not given)	-5	-9
67	COc1ccccc1C1(CC(=O)N2CCOCC2)CCOC(C(C)C)C1 (stereo not given)	8	6
68	O=C(NCc1ccco1)[C@@H]1CSC2c3ccccc3C(=O)N21 (stereo not given in full)	6	7
69	Cc1sc2ncnc(OCC(=O)c3ccc(S(=O)(=O)N4CCCC4)cc3)c2c1C	19	6
70	Cc1cccc2cc(CN(Cc3cccs3)Cc3nnnn3Cc3ccccc3)c(=O)[nH]c12	27	19
71	CC(=O)c1cc2c(cc1NS(=O)(=O)c1ccc(C)cc1)OCCO2	0	0
72	Cc1cc(=O)oc(C)c1C(=O)N1CCN(C)CC1	8	3
73	CCCCn1c(S(=O)(=O)O)nc2ccccc21	-10	5
74	C(=C\c1ccccc1)/CSc1nnc(-c2ccncc2)n1Cc1ccco1	-6	2
75	Cc1cccc2cc(CN(CC3CCCO3)C(c3nnnn3Cc3ccco3)C(C)C)c(=O)[nH]c12 (stereo not given)	8	3

Another view of some results above:
72) Cc1cc(=O)oc(C)c1C(=O)N1CCN(C)CC1
  TNAP inh Pi: 8
  TNAP pNPP inh: 3

73) CCCCn1c(S(=O)(=O)O)nc2ccccc21
  TNAP inh Pi: -10
  TNAP pNPP inh: 5

74) C(=C\c1ccccc1)/CSc1nnc(-c2ccncc2)n1Cc1ccco1
  TNAP inh Pi: -6
  TNAP pNPP inh: 2

75) Cc1cccc2cc(CN(CC3CCCO3)C(c3nnnn3Cc3ccco3)C(C)C)c(=O)[nH]c12 (stereo not given)
  TNAP inh Pi: 8
  TNAP pNPP inh: 3

(continued)
item	compound	TNAP inh Pi	TNAP pNPP inh
76	CCN(CC)S(=O)(=O)c1ccc(OC(C)C)nc1	-18	7
77	CCCC(=O)Nc1ccc(N2CCN(C(=O)CCC)CC2)cc1	14	0
78	Cc1nc(N2CCN(C(=O)c3ccc(Cl)cc3)CC2)c(C#N)c2c1COC(C)(C)C2	-22	0
79	c1ccc(N2CC[N+]3(CCCC3)CC2)nc1	12	3
80	CCN1CCN(C(=O)c2cc3nc(-c4ccccc4)cc(C(F)(F)F)n3n2)CC1	-3	-7
81	COc1ccc(C)cc1N(CC(=O)Nc1cccc(N(C)S(C)(=O)=O)c1)S(C)(=O)=O	6	0
82	Cc1ccc(C(N)=S)c(C)c1	-13	7
83	CN1CCC(NC(=O)Cc2c(F)cccc2Cl)CC1	8	3
84	O=C(Nc1nnc(-c2ccccc2Cl)o1)c1ccco1	5	0
85	COc1ccc(NC(=O)CS(=O)CC(=O)Nc2ccc(OC)c(OC)c2)cc1 (stereo not given)	0	0
86	CCCCn1c(SCC(=O)NCc2ccco2)nnc1-c1ccoc1C	0	-5
87	Cn1cccc1C(=O)OCc1cc(Cl)cc2c1OCOC2	3	0
88	O=S(=O)(NC1CCCCC1NCc1ccco1)c1ccc(Cl)cc1 (stereo not given)	6	-2
89	Cn1c(NCCCN2CCOCC2)nc2c1c(=O)n(Cc1ccc(Cl)cc1Cl)c(=O)n2C	2	4
90	COc1cccc(NC(=O)Cn2c(SCC(=O)N3CCOCC3)nc3ccccc32)c1	12	4
91	CCOCCCNc1nc2c(c(=O)n(C)c(=O)n2C)n1CCCc1ccccc1	8	4
92	O=C(c1ccc(O)cc1)c1ccc(C(=O)O)c(C(=O)O)c1	12	2
93	CC(C)C(=O)Nc1cccc(C(=O)Nc2ccc3c(c2)OCO3)c1	16	3
94	CC(C)N=c1cc2n(-c3ccc(Cl)cc3)c3ccccc3nc-2cc1Nc1ccc(Cl)cc1	4	2
95	O=c1c2c(nc3c(-c4cccc5ccccc45)c[nH]n13)CCC2	2	0
96	Cc1ccc(-c2cc(C(=O)NCCCN3CCOCC3)no2)cc1	0	0
97	CCCCCc1c(C)nc(Nc2ccccc2)[nH]c1=O	0	-14
98	O=C(O)CC1Sc2nc3ccccc3n2C1=O (stereo not given)	-23	2
99	Cc1c(NC(=O)CSc2ccccn2)c(=O)n(-c2ccccc2)n1C	10	5
100	CCC(Oc1ccccc1)C(=O)Nc1ccc(S(=O)(=O)NCC2CCCO2)cc1 (stereo not given)	-5	7

Another view of some results above.
#86 CCCCn1c(SCC(=O)NCc2ccco2)nnc1-c1ccoc1C
- TNAP inh Pi: 0
- TNAP pNPP inh: -5
#87 Cn1cccc1C(=O)OCc1cc(Cl)cc2c1OCOC2
- TNAP inh Pi: 3
- TNAP pNPP inh: 0

Carrying on:
item	compound	TNAP inh Pi	TNAP pNPP inh
101	O=C(C1Cc2ccccc2O1)N1CCCCC1 (stereo not given)	-1	3
102	Cc1sc2nc3n(c(=O)c2c1C)Cc1ccccc1-3	7	2
103	C=CCC1c2cccc(C(=O)O)c2C(=O)N1c1ccc(F)cc1 (stereo not given)	9	5
104	Cc1ccccc1OCC(O)Cn1c(NCc2ccco2)nc2c1c(=O)n(C)c(=O)n2C (stereo not given)	10	-1
105	CCn1nc(NC(=O)c2cccnc2)c2cc3cccc(C)c3nc21	13	1
106	CC(C)Oc1ccc(/C(O)=C2/C(=O)C(=O)N(CCN3CCOCC3)C2c2ccccc2)cc1 (stereo not given)	5	1
107	COC(=O)c1ccccc1NC(=O)c1nc2nc(C)cc(C)n2n1	9	3
108	COc1ccc(-c2nnn(CC(=O)N(CCO)C(C(=O)NC3CCCC3)c3ccc(F)cc3)n2)cc1 (stereo not given)	6	3
109	COc1cccc(OCc2nc3ncc(Br)cc3[nH]2)c1	10	5
110	CSc1ncc(Cl)c(C(=O)C(C#N)c2nc3c(C)cc(C)cc3c(=O)[nH]2)n1 (stereo not given)	1	4
111	CCn1c(SCC(=O)N(C(C)C)C(C)C)nnc1-c1cc2ccccc2cc1O	6	3
112	COC(=O)c1ccc(Oc2nc(N3CCCCC3)nc(N3CCOCC3)n2)cc1	14	3
113	O=C(O)CN1CCNCC1	8	6
114	COc1ccc(CNC(=O)C2COc3ccccc3O2)cc1 (stereo not given)	7	1
115	CCn1c(COc2ccccc2C)nnc1SCC(=O)CC(=O)Nc1ccccc1OC	6	3
116	CCC(C)NC(=O)CSc1nnc(-c2ccncc2)n1-c1ccc(OC)cc1 (stereo not given)	8	4
117	CN(c1ccc(C(=O)NCCSC(C)(C)C)cc1)S(C)(=O)=O	10	5
118	O=C(NCc1ccccc1)c1ccc(-c2ccccc2F)o1	6	-1
119	O=C(NCCCn1ccnc1)c1cc2c(s1)CCCCC2	6	3
120	COC(=O)c1ccc(CSc2ncn[nH]2)o1	-4	-8
121	CN1C(=S)SC(/[N+]([O-])=C\c2cccs2)C1(C)C (stereo not given)	8	4
122	OCCN1CCN(CC(O)COc2ccc3c(c2)OCO3)CC1 (stereo not given)	10	-3
123	CCCCc1c(C)c2ccc(OCC(C)=O)cc2oc1=O	-8	-5
124	C=C(C)COc1ccc(-c2nc(N)ncc2Oc2ccccc2OC)c(O)c1	6	-1
125	N#Cc1c(N)sc2c1CCCCCC2	0	0
126	O=C(NCCCc1ccccc1)C1CC(=O)N(c2ccc3c(c2)OCCO3)C1 (stereo not given)	17	6
127	CCOC(=O)c1c(C)n(C)c2ccc(O)c(CN(C)C)c12	8	6
128	CCOC(=O)CSc1nnc(-c2ccoc2C)n1-c1ccc(OCC)cc1	0	0
129	Cc1cccc2cc3c(N)c(C(=O)N4CCOCC4)sc3nc12	12	4
130	CCC(=O)O[C@]1(C(=O)CCl)[C@@H](C)C[C@H]2[C@@H]3CCC4=CC(=O)C=C[C@]4(C)[C@@]3(F)[C@@H](O)C[C@@]21C	3	0
131	CCCn1c(SCC(=O)c2ccc3c(c2)OCCO3)nnc1-c1ccco1	7	3

Screening results: PubChem BioAssay, Sanford-Burnham Center for Chemical Genomics

These rows are one share of the data, so the mix of outcomes need not match the whole.
